High-throughput results as filed in PubChem BioAssay.
PHOSPHO1 block – inhibitors of human PHOSPHO1 phosphatase; Q8TCT1; recombinant PHOSPHO1, absorbance phosphatase assay; inhibition, % at 13.3 µM; actives 1.1% (n = 290,000); AID 1565; in the data active = inhibition above about 60%
Target sequence (Q8TCT1 whole entry, looked up): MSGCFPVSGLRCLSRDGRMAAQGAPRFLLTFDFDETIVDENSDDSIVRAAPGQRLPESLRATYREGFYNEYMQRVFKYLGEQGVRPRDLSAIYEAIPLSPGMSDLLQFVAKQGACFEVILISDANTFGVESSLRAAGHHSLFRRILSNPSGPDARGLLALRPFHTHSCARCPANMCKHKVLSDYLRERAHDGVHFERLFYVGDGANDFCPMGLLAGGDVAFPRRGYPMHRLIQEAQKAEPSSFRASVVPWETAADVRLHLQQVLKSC
NALP1 inh – NALP1 inhibition. actives 0.61% (n = 280,000). inhibition, % at 10 µM. S. cerevisiae NALP1/ASC/caspase-1 growth, X-gal OD620, 72 h; in the data active = inhibition mostly above about 24%, no sharp cut-off; inactive = mostly below about 32%; also: some compounds called inactive have numbers as strong as hits
MEKK2mut PB1 HTS – signal of MEK5 binding to mutant human MEKK2 PB1 domain; percent response, % at 10 µM; bead flow cytometry, Alexa488-MEK5 binding to MEKK2 mutant; actives 0.35% (n = 290,000); in the data active = percent response above about 24%, passing the limit was not always enough; also: inactives centre near 1; some results filed as inactive read as strong as hits; reference of the scale not given here
GalR3 antagonist – human GalR3 antagonism; inhibition, % at 3 µM; actives 0.44% (n = 360,000); HEK293 GalR3-CNG cAMP membrane potential fluorescence; galR3 body fused to GalR1 C-terminus;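 active = inhibition above the screen-wide average plus 3 SD, cut at about 13% in these data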;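 also: forskolin and galanin both at EC90 stimulate the cells; cAMP rise reported by CNG channel membrane potential dye signal; 0% = forskolin plus galanin with DMSO and 100% = forskolin alone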
OXTR ag – agonists of human oxytocin receptor; actives 0.32% (n = 320,000); CHO-OTR cells, Fluo-8 calcium fluorescence; normalized: DMSO 0%, oxytocin 100%; activation, % at 3 µM;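 active = activation above the mean of all tested compounds plus 3 SD, cutoff set per screening run, cut at about 20% in these data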;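 also: peak over basal fluorescence ratio from a 100 s FLIPR kinetic read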
Target sequence (P30559 whole entry, looked up): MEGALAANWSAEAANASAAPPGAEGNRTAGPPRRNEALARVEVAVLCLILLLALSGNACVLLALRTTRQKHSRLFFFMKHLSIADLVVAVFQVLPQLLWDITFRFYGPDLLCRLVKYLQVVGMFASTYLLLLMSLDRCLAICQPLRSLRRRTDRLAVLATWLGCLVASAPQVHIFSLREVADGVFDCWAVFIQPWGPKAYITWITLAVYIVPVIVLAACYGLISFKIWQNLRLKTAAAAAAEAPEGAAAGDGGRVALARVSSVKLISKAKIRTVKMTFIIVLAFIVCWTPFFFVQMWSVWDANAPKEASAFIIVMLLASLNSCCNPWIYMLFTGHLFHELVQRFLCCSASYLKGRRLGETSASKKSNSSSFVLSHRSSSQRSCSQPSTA
GPR7 antagonist – human neuropeptides B/W receptor 1 antagonism. GPR7-expressing cells, fluorescence antagonist assay. inhibition, % at 4.4 µM. actives 1.1% (n = 290,000). AID 1861; in the data active = inhibition above about 16%, passing the limit was not always enough;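 also: cells stimulated with the agonist NPW; 0% = agonist with vehicle and 100% = vehicle without agonist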
MEKK2wt PB1 HTS – raises or lowers MEK5 binding to wildtype human MEKK2 PB1 domain; actives 1.1% (n = 290,000); Q9Y2U5; binding response (% of control), % at 10 µM; bead flow cytometry, Alexa488-MEK5 binding to MEKK2 WT; actives lie on both sides; in the data active = binding response below about 67% or above about 130%
MEKK3 PB1 HTS – modulators (inhibitors or enhancers) of MEK5 binding to human MEKK3 PB1 domain; Q99759; bead-based flow cytometry, Alexa488-MEK5 binding to MEKK3; actives lie on both sides; 0 = blocked by unlabeled MEK5, 100 = vehicle; binding response (% of control), % at 10 µM; actives 1.4% (n = 290,000); AID 1529;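 active = binding response more than 3 SD above or below the average of its plate-row segment, actives on both sides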;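 also: Alexa488 bead fluorescence after subtracting the streptavidin-only scavenger bead signal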
V1aR counter – V1a receptor agonism, counter-screen for OXTR agonists; P37288; CHO-V1R cells, Fluo-8 calcium fluorescence, agonist mode; 0% DMSO, 100% 3 nM vasopressin; activation, % at 3 µM; actives 0.25% (n = 320,000); AID 2797;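 active = activation above the mean activation of all tested compounds plus 3 SD, per screening run, cut at about 20% in these data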;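 also: signal is peak over basal fluorescence ratio across a 100 second FLIPR read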
Target sequence (P37288 whole entry, looked up): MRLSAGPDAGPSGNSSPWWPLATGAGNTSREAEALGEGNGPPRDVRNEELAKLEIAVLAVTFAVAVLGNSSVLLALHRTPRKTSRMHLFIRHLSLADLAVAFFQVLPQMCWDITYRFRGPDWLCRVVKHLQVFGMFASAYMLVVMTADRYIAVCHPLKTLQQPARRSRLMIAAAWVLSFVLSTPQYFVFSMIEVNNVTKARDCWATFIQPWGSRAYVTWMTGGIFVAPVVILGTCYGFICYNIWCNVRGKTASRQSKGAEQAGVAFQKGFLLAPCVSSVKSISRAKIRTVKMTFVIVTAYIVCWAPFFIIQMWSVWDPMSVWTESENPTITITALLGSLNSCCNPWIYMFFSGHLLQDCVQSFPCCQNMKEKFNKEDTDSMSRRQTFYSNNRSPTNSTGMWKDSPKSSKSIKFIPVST
* = called active by the depositor; x = no result given; [ ] = dose if it differs, or a comment.

SMILES	PHOSPHO1 block	NALP1 inh	MEKK2mut PB1 HTS	GalR3 antagonist	OXTR ag	GPR7 antagonist	MEKK2wt PB1 HTS	MEKK3 PB1 HTS	V1aR counter
O=c1oc2ccccc2c2nccnc12	24	2	2	-6	0.8	-9	98	96	-0.2
CC(=O)N1CCc2cc(S(=O)(=O)N3CC(C)CC(C)C3)ccc21 (configuration not stated)	17	-15	0	-9	0.8	-15	97	94	0.8
Cc1nnc(NC2=NCCC2)o1	21	4	2	-6	-0.5	-8	109	101	0.3
CCOc1ccc(Br)cc1C(=O)Nc1ccc(C(=O)NCC(C)C)cc1	7	21	-2	4	-1.3	3	95	95	-0.6
O=C(NC1CCCC1)c1ccc(S(=O)(=O)N2CCOCC2)cc1	-20	-4	8	-1	1.8	0	123	131*	1.2
COc1ccc(-n2c(SCC(=O)Nc3ccccc3)nc3c(c2=O)SCC3)cc1	27	-8	4	1	2.7	-11	105	103	2.9
COc1cc(/C=N/N2CCN(C3c4ccccc4-c4ccccc43)CC2)cc(OC)c1OC	-6	37	-1	1	-1.4	-5	106	130*	-0.6
CCN(CC)C(=O)CSc1nnnn1-c1ccc(F)c(Cl)c1	47	-16	-4	-8	-0.8	1	100	107	0.2
C/C(N)=C(/C#N)C(=O)COC(=O)CC1CCCC1	-3	-19	-3	-2	-0.4	-9	100	100	0.7
CC12CN(C(=O)c3cccc([N+](=O)[O-])c3)C3(C#N)CC1CCC23C (configuration not stated)	x	-18	-1	-6	x	-4	101	98	x
CCCCC1=CC2=CC(=O)C(C)(OC(=O)CC)C(=O)C2=CN1CC(C)C (configuration not stated)	13	2	2	-7	0.1	x	100	99	0.4
Fc1ccccc1C(c1nnnn1Cc1ccc2c(c1)OCO2)N1CCN(Cc2ccco2)CC1 (configuration not stated)	4	26	4	-6	-0.7	-1	103	102	1.0
Cc1ccc2cc(CCNC(=O)c3cccs3)c(=O)[nH]c2c1C	-6	21	-3	2	1.1	-6	101	112	2.0
Cc1[nH]n(-c2ncc(-c3ccc(Cl)cc3)s2)c(=O)c1C(c1ccc(Cl)cc1)C(C#N)C#N (configuration not stated)	-32	18	-2	x	0.0	-8	97	104	0.4
Cc1nn(-c2ccc(F)cc2)c(Cl)c1/C=C/C(=O)N1CCNC(=O)C1	2	16	-8	-10	0.8	0	93	106	1.3
O=S1(=O)CCC(S(=O)(=O)N2CCCCCC2)C1 (configuration not stated)	-13	-58	2	1	0.4	-12	107	101	0.5
Cc1ccc(-c2[nH]ncc2C(=O)c2ccc(Br)cc2)c(O)c1	28	16	1	-9	2.5	34	96	97	7.0
Cc1c(OCC(=O)N2CCC(C(=O)O)CC2)ccc2c3c(c(=O)oc12)CCCC3	23	-1	2	-5	0.4	1	103	101	0.2
O=C(NOC(=O)c1ccccc1)c1ccccc1	45	4	-5	2	-1.2	-7	93	92	0.4
O=C(CSc1nc(-c2ccco2)cc(C(F)(F)F)n1)Nc1ccc(C(=O)N2CCCCC2)cc1	-2	33	-2	4	0.4	-22	102	103	0.4
COc1cccc(NC(=S)NCCN2CCOCC2)c1	2	5	1	2	-1.0	-5	116	141*	0.2
CCOC(=O)Cc1cnc(NC(=O)Cn2nnc(-c3ccc(OCC)cc3)n2)s1	-3	-2	3	0	19	6	99	99	18
COc1ccc(-n2cc(CNCCCn3ccnc3)c(-c3ccccc3Cl)n2)cc1	39	-3	-8	-4	0.3	7	106	97	0.0
c1ccc(CNc2nc(N3CCN(Cc4ccccc4)CC3)nc3ccccc23)cc1	35	x	16	-3	1.1	-4	161*	112	0.1
c1cncc(CNc2ccc3c(c2)OCO3)c1	7	-4	0	2	-0.5	-12	102	102	1.0
More compounds.
SMILES	PHOSPHO1 block	NALP1 inh	MEKK2mut PB1 HTS	GalR3 antagonist	OXTR ag	GPR7 antagonist	MEKK2wt PB1 HTS	MEKK3 PB1 HTS	V1aR counter
Cc1ccc2oc(C(=O)N3CCN(c4cccc(C)n4)CC3)c(C)c2c1	-2	21	1	-10	-1.9	-4	105	102	0.0
Cc1cc(-c2nnc(SCC(=O)Nc3ccc(C(F)(F)F)cc3)n2C)no1	10	10	3	-2	-2.0	-2	104	104	-0.3
COCCNC(=O)C(c1cccs1)N(C(=O)Cn1nnc2ccccc21)c1cccc(C(C)=O)c1 (configuration not stated)	8	-3	10	0	0.4	-4	109	106	0.8
O=C(c1ccc(CNc2c(N3CCCC3)c(=O)c2=O)cc1)N1CC=C(c2ccccc2)CC1	-1	x	-3	2	-0.2	-1	96	96	-0.3
COCC(C)NC(=O)COc1nncc2ccccc12 (configuration not stated)	7	19	-18	-4	1.2	19	40*[inhibitor]	39*[inhibitor]	0.0
CN(C)C1=NC(=O)/C(=C/c2ccc(-c3ccc(S(N)(=O)=O)cc3)o2)S1	0	25	-3	x	0.6	-1	96	99	1.4
Cc1ccc(S(=O)(=O)N2CCCC(c3nc(-c4ccc(C)o4)no3)C2)cc1 (configuration not stated)	-11	8	0	-4	-0.8	-5	92	97	-0.5
CC1=C(C(=O)N2CCCC(C(=O)c3cccc(C(F)(F)F)c3)C2)OCCO1 (configuration not stated)	44	5	-5	0	0.6	-5	99	99	3.9
COc1cccc(Nc2nc(=O)[nH]nc2C)c1	-3	4	4	-5	0.7	-8	101	99	0.3
Cc1cccc(N(CC(=O)N2CCCC2)S(C)(=O)=O)c1	8	-7	10	-7	0.0	-19	113	102	0.3
COc1ccccc1-c1nc(-c2ccc(C(=O)O)cc2)no1	x	x	-3	-2	-0.3	x	98	102	0.3
COc1ccc(/C=C2/SC(=S)N(CC(=O)O)C2=O)cc1OCc1ccc(Cl)cc1	20	9	1	-10	-0.9	-3	99	103	1.1
Cc1c(NC(=O)OCCSc2nc(N(C)C)nc(N(C)C)n2)sc(=S)n1C	7	23	-4	-2	-0.7	-13	84	88	0.6
CS(=O)(=O)Nc1ccccc1C(=O)NCCSc1ccccc1	24	30	1	-13	-0.7	11	108	104	1.3
COc1ccc2c(c1)[n+](=O)c(C(C)=O)c(C)n2[O-]	9	0	0	-1	0.8	-7	104	104	0.4
Cc1ccc(NS(=O)(=O)c2cc(C(=O)N3CCOCC3)ccc2C)cc1C	-14	3	19	0	0.4	2	107	111	1.5
COc1cc(/C=N/N2CCN(c3ccccc3OC)CC2)ccc1OC(C)=O	50	-6	1	-10	-1.3	-4	107	112	0.3
Cc1ccc(SCc2cc(=O)[nH]c(N3CCN(Cc4ccc5c(c4)OCO5)CC3)n2)cc1	-40	6	6	0	-0.5	-14	105	104	-0.8
Fc1ccc(-c2csc3[n+]2CCS3)cc1	-8	16	3	-4	-0.5	4	103	100	-0.1
CC1(C)CN(c2ccc(C(=O)c3ccccc3)cc2)C1=O	11	1	-2	-9	-0.2	-4	97	100	0.0
Cc1ccc(S(=O)(=O)NCCC2=CCCCC2)cc1C(N)=O	-7	5	3	-4	12	-8	102	98	11
CC(=O)C1(C)OC(N)=C(C#N)C(c2ccccc2)C1(C#N)C#N (configuration not stated)	14	-10	-11	-8	1.0	6	91	84	0.8
O=C(CSc1ccc2nnc(-c3ccncc3)n2n1)Nc1ccc2c(c1)OCO2	0	-34	10	5	-0.8	-4	102	103	0.3
O=C(CN1C(=O)NC2(CCCC2)C1=O)Nc1ccc(OC(F)(F)F)cc1	22	24	-4	-7	-0.5	-3	97	99	1.0
CCOc1oc(-c2ccc(OC)cc2)nc1C(F)(F)F	8	51	-7	-3	0.1	-6	89	92	-0.9

A portion taken from the entries so far:
SMILES	PHOSPHO1 block	NALP1 inh	MEKK2mut PB1 HTS	GalR3 antagonist	OXTR ag	GPR7 antagonist	MEKK2wt PB1 HTS	MEKK3 PB1 HTS	V1aR counter
O=C(c1ccc(CNc2c(N3CCCC3)c(=O)c2=O)cc1)N1CC=C(c2ccccc2)CC1	-1	x	-3	2	-0.2	-1	96	96	-0.3
COCC(C)NC(=O)COc1nncc2ccccc12 (configuration not stated)	7	19	-18	-4	1.2	19	40*[inhibitor]	39*[inhibitor]	0.0
CN(C)C1=NC(=O)/C(=C/c2ccc(-c3ccc(S(N)(=O)=O)cc3)o2)S1	0	25	-3	x	0.6	-1	96	99	1.4
Cc1ccc(S(=O)(=O)N2CCCC(c3nc(-c4ccc(C)o4)no3)C2)cc1 (configuration not stated)	-11	8	0	-4	-0.8	-5	92	97	-0.5
CC1=C(C(=O)N2CCCC(C(=O)c3cccc(C(F)(F)F)c3)C2)OCCO1 (configuration not stated)	44	5	-5	0	0.6	-5	99	99	3.9

(listing goes on)
SMILES	PHOSPHO1 block	NALP1 inh	MEKK2mut PB1 HTS	GalR3 antagonist	OXTR ag	GPR7 antagonist	MEKK2wt PB1 HTS	MEKK3 PB1 HTS	V1aR counter
CCOC(=O)c1c(C)c(C(=O)N2CCN(c3ccccc3)CC2)c(C)n1C	-12	1	1	-2	-0.8	-9	96	105	0.2
CCC(C)NC(=O)c1ccc(C)c(NC(=O)C2=C(C)OCCS2)c1 (configuration not stated)	18	33	-1	2	0.0	8	101	101	0.0
COc1cc2cc(CN(Cc3cccs3)C(=S)Nc3ccccc3)c(=O)[nH]c2cc1OC	6	28	1	-5	-0.1	-10	103	104	-0.3
CC(C)c1ccc(CNc2c([N+](=O)[O-])c(=O)oc3ccccc23)cc1	21	-19	x	-4	2.1	3	x	x	5.7
O=C(O)C/C(=C\c1ccc(Cl)cc1)c1nc2ccccc2o1	38	16	-3	-5	-0.3	-13	95	93	2.0
CN(C)/C=C1\C=C(c2ccccc2)OC1=O	32	-8	-3	-4	0.3	-12	98	103	-0.1
COC(=O)C(NC(=O)COc1ccccc1)(Nc1nc2c(s1)CCCC2)C(F)(F)F (configuration not stated)	-15	8	3	-1	-1.8	-8	102	106	0.1
CCOC(=O)C(C)n1cnc2c(nnn2-c2ccc(F)cc2)c1=O (configuration not stated)	5	8	0	x	-0.6	3	93	97	1.1
CCOc1ccc(N2C(=O)CC(NNc3nc4ccccc4s3)C2=O)cc1 (configuration not stated)	-5	-7	1	-2	1.6	2	98	101	2.2
CC(C)c1ccc(OCC(=O)Nc2ccccc2C(=O)N2CCOCC2)cc1	51	8	-5	-4	-0.2	-25	100	97	0.8
CCCCCc1nnc(NS(C)(=O)=O)s1	-4	19	0	-3	-0.7	-9	105	99	-0.5
COC(=O)c1sccc1-c1ccc(C(=O)Nc2cccnc2)o1	36	2	-8	-5	-1.5	17	82	81	-0.9
COc1ccc(S(=O)(=O)N2CC(C)N(C(=O)N3CCOCC3)C2)cc1 (configuration not stated)	-2	23	-5	-9	0.3	21	96	97	0.1
NC(=S)N/N=C/c1ccccc1OC(=O)/C=C/c1ccccc1	17	-16	6	2	-2.0	-1	103	106	-0.8
C=CCOC(=O)C1=C[C@H](c2coc3ccccc3c2=O)[C@@H](CCCO)[C@H](OCC)O1	5	3	9	-1	0.6	-15	109	106	0.0
COc1ccc(NS(=O)(=O)c2cc(NC(=O)c3cnc(C)cn3)ccc2N2CCCCC2)cc1	5	27	2	-2	-1.0	-7	92	101	0.3
CCN(CC)S(=O)(=O)c1ccc(NC(=O)CSc2nnc(-c3cccc(OC)c3)n2C)cc1	33	-17	5	-6	0.4	0	108	106	-0.4
Cc1cccc(CSC2=NCCN2C(=O)C2CC2)c1	24	12	9	-2	-1.0	-9	103	100	0.5
O=C(c1ccccc1)c1ccc2nc(-c3ccc(NC(=O)c4ccccc4Br)cc3)[nH]c2c1	-10	-3	-3	-6	1.4	-1	96	108	1.7
Brc1ccccc1-c1nnc(SCc2nc3ccccc3s2)o1	-7	38	-2	3	0.1	9	100	100	1.5
Cc1noc(C)c1CSCC(=O)OCc1nc2ccccc2c(=O)n1CC#N	21	14	2	-4	4.4	-1	94	93	3.1
Cc1ncc(C[n+]2csc(CCOC(=O)C34CC5CC(CC(C5)C3)C4)c2C)c(N)n1	-19	-17	3	-3	0.2	-9	98	105	-0.4
COCCCNC(=O)c1cc2c(=O)n3cc(C)ccc3nc2nc1NCC1CCCO1 (configuration not stated)	-4	3	13	x	-1.0	-10	112	98	0.9

No enrichment for hits. About 5.4% of those tested had a hit in this group.
